M4 PAM = potentiates acetylcholine response at human M4 receptor | CHO-K1 hM4/Gqi5, Fluo-8 calcium fluorescence, ACh EC20; 0% = ACh EC20, 100% = maximal ACh | activation, % at 3 µM | 360,000 compounds, 0.4% hits | AID 624126;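 active means activation above its plate's cutoff, the mean activation of sample wells plus 3 SD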; further: some results filed as inactive read as strong as hits
CRFBP-R2 block = blocks CRF-induced signaling of the CRF-BP/CRF-R2 complex. AID 588475. inhibition, % at 11.8 µM. 350,000 compounds, 0.59% hits. HEK293 CRF-R2/CRF-BP, CRF-induced calcium fluorescence;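 active means inhibition of the ligand-induced calcium signal above about 50% at the single tested concentration, limit read from the data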
CHRM5 PAM = positive allosteric modulators of human muscarinic M5 receptor | P08912 | CHO-K1 hM5, Fluo-8 calcium, ACh EC20 PAM; 0% = ACh EC20, 100% = ACh EC100 | activation, % at 3 µM | 360,000 compounds, 0.3% hits | AID 624038;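 active means activation above the run cutoff, the mean activation of all test compounds plus 3 SD, cut at about 18% in these data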
Target sequence (P08912 whole entry, looked up): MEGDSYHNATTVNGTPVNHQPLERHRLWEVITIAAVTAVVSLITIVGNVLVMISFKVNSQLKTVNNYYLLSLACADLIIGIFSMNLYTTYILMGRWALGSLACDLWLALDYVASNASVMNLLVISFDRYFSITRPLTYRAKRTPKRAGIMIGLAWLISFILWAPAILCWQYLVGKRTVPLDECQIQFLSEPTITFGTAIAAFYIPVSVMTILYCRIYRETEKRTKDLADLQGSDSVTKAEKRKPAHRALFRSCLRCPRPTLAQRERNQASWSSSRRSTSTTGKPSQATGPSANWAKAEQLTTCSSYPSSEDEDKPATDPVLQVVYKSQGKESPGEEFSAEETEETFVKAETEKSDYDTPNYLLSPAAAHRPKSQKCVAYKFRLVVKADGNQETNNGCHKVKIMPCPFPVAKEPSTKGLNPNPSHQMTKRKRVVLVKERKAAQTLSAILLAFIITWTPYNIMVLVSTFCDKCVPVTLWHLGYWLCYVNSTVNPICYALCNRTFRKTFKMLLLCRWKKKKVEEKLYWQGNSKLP
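Measured by: Fluo-8 calcium fluorescence; material: human M5 receptor in CHO-K1 cells; schedule: Post-acetylcholine fluorescence recording 140 s; benchmarks: low control EC20 acetylcholine (0%), high control EC100 acetylcholine (100%); read-out: Max/basal fluorescence ratio as % of EC20–EC100 ACh window; compound: single dose, 3 µM nominal final test concentration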
M1 PAM = positive allosteric modulators of human M1 muscarinic receptor | P11229 | CHO-K1 hM1, Fluo-8 calcium fluorescence, ACh EC20; 0% = ACh EC20, 100% = maximal ACh | activation, % at 3 µM | 360,000 compounds, 0.088% hits | AID 588819; in the data active means activation above about 19%, passing the limit was not always enough
Target sequence (P11229 whole entry, looked up): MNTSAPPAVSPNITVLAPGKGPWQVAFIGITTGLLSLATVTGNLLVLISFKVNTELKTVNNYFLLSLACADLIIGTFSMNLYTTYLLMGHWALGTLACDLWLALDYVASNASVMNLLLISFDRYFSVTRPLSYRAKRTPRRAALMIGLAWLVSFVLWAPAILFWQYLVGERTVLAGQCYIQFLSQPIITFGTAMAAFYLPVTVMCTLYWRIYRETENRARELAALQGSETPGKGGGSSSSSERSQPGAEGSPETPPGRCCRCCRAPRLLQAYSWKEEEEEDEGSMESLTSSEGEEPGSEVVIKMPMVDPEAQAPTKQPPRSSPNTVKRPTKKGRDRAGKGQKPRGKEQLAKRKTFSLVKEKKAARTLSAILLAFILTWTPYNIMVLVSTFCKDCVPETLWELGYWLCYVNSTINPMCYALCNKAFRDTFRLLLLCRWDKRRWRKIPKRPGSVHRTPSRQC
CRFR2-BP ag = CRF-BP/CRF-R2 complex agonism. 350,000 compounds, 0.46% hits. HEK293 CRF-R2/CRF-BP, calcium dye fluorescence (FLIPR); percent of saturating CRF peptide response. activation, % at 13.2 µM;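 active means activation of at least 50%, plus an integration ratio under a set limit after plate pattern correction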;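 further: plate controls were neutral control wells without compound for no effect and CRF at EC100 for full effect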
M4 antag = blocks acetylcholine activation of human M4 receptor; inhibition, % at 3 µM; AID 624125; 360,000 compounds, 0.73% hits; CHO-hM4 cells, ACh EC80, Fluo-8 calcium fluorescence;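 active means inhibition above its plate's cutoff, the mean inhibition of sample wells plus 3 SD, cut at about 27% in these data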;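 further: 0% = acetylcholine EC80 with DMSO and 100% = DMSO without agonist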
CHRM4 agonist = agonists of human muscarinic M4 receptor (CHRM4) | P08173 | CHO-K1 hM4/Gqi5, Fluo-8 calcium fluorescence; vehicle 0%, full acetylcholine response 100% | activation, % at 3 µM | 360,000 compounds, 0.14% hits;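 active means activation above the run mean over all test wells plus 3 SD, cut at about 32% in these data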;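 further: peak over basal fluorescence ratio per well then scaled between controls; 0% = DMSO wells and 100% = acetylcholine at EC100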
M5 antag = blocks acetylcholine activation of human M5 receptor. 360,000 compounds, 0.59% hits. inhibition, % at 3 µM. P08912. CHO-hM5 cells, Fluo-8 calcium fluorescence, ACh EC80. AID 624040;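 active means inhibition above a per-plate cutoff, the mean of that plate's test compounds plus 3 SD, cut at about 27% in these data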;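 further: 0% = acetylcholine EC80 with DMSO and 100% = DMSO without agonist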
CHRM5 agonist = CHRM5 agonism in calcium assay. P08912. CHO-K1 hM5 cells, Fluo-8 calcium fluorescence; 0% DMSO wells, 100% maximal acetylcholine response. 360,000 compounds, 0.19% hits. activation, % at 3 µM;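 active means activation above the run's mean over test compounds plus 3 SD, cut at about 23% in these data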;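 further: signal is peak over basal fluorescence ratio across the kinetic read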
* = called active by the depositor; x = no result given.

M4 antag	M1 PAM	M5 antag	M4 PAM	CRFBP-R2 block	CHRM4 agonist	CHRM5 agonist	CHRM5 PAM	CRFR2-BP ag	smiles
5	3	-12	24	2	1	1	0	-0.4	COc1cccc(NC(=O)C2CCN(S(C)(=O)=O)CC2)c1
2	8	-4	3	-4	0	3	8	-2.9	O=C(Cc1c(O)c2ccccc2[nH]c1=O)NCc1cccc(F)c1
-5	8	1	3	11	0	-3	5	-0.4	Cn1c(=O)n(Cc2ccccc2)c2ccccc21
2	10	5	7	6	1	1	6	-0.2	CCCn1c(SCC(=O)Nc2cc(C)on2)nc2c1c(=O)n(C)c(=O)n2C
-4	4	11	2	6	1	1	3	1.1	CC(C)CNC(=O)/C=C/C=C/CCCC/C=C/c1ccc2c(c1)OCO2
-2	0	5	-4	7	0	-2	-7	1.7	CCCCN(C)CCCNC(=O)C1CC(=O)N(Cc2ccc(OC)cc2)C1 (stereo unspecified)
-8	10	12	8	-2	3	-2	-1	0.1	Cc1ccc(S(=O)(=O)NCc2cccnc2)cc1C(=O)N1CCCC1
0	15	-8	-3	1	1	0	4	2.2	O=C(CSc1nnc(C2CC2)n1Cc1ccco1)NCC(F)(F)F
0	5	1	0	9	0	-4	3	-0.6	Cc1c(C(=O)N2CCOCC2)c(S(=O)(=O)Nc2cccc(Br)c2)c(C)n1C
-6	3	3	2	-15	-1	-6	1	-0.8	Cc1ccccc1OCC(=O)NC1CCCCCCC1
-14	12	4	15	1	2	1	4	0.0	COc1ccc(CNc2c(CO)cnc3c2cnn3C)cc1
-3	2	-4	1	-5	0	-8	8	1.4	CC(OC(=O)c1cccs1)C(=O)NCc1ccco1 (stereo unspecified)
-16	17	-4	9	9	2	-2	7	0.6	O=C(COc1ccc2ccccc2c1)N1CCNCC1
-7	10	9	-5	-44	10	-2	-6	2.9	NC(N)=N/N=C/c1ccc(Br)cc1
-8	5	-1	0	1	10	6	4	-1.3	CCN(CC)c1nc(N)c(C#N)c(CC#N)c1C#N

Additional structures follow.
M4 antag	M1 PAM	M5 antag	M4 PAM	CRFBP-R2 block	CHRM4 agonist	CHRM5 agonist	CHRM5 PAM	CRFR2-BP ag	smiles
-23	4	0	4	2	5	-6	2	0.6	CCOc1ccc(OCCC(=O)N2CCN(S(=O)(=O)c3cccc(F)c3)CC2)cc1
1	10	5	0	3	1	-4	1	0.4	O=C(Nc1ccc(S(=O)(=O)Nc2cnc3ccccc3n2)cc1)c1cccc(OC(F)F)c1
-12	2	-6	3	3	2	-2	-2	-1.5	CCOc1nc(OCC)c2cnn(C)c2n1
-12	5	-5	5	x	1	0	6	x	CC1(C(=O)NS(=O)(=O)c2ccccc2C(F)(F)F)CCN1C(=O)c1cccc(F)c1 (stereo unspecified)
18	2	5	-7	-1	0	-2	0	-0.1	Cc1ccc2[nH]c(=O)c(CN(CC3CCCO3)C(=O)c3cccs3)cc2c1 (stereo unspecified)
-1	-8	-7	3	0	1	2	6	-1.4	CCOC(=O)Nc1c(C)n(C)n(-c2ccccc2)c1=O
1	-7	-1	-3	28	9	9	-11	23	Cc1cc(=O)[nH]c(SCC(=O)Nc2cccc3ccccc23)c1C#N
3	-3	11	-2	-7	1	-3	-4	-0.9	CN(C)CCSc1nc(N)c2c3c(sc2n1)COC(C)(C)C3
2	0	24	-2	-14	0	-2	-18	0.7	CCN=C1S/C(=C\c2cn(C(C)=O)nc2-c2ccccc2)C(=O)N1CC
-4	0	3	1	-19	1	-1	-2	0.3	COC(=O)Cc1nnc(NC(=O)c2ccccc2)s1
5	9	0	11	14	0	-4	0	-2.9	CCN(CCO)Cc1csc2ccccc12
-5	1	0	3	-11	0	-2	-7	-0.8	Cc1ccc(Cl)cc1NC(=S)N/N=C/c1cccc2ccccc12
4	8	1	1	-33	11	6	-7	-0.3	O=C(Nc1ccc(Cc2ccncc2)cc1)C1CCC(N2C(=O)C3C4C=CC(C5CC45)C3C2=O)CC1 (stereo unspecified)
-4	2	10	-7	-2	0	-1	-5	3.6	CN(C)CCCNC(=O)CC1C[C@H](C(=O)N2CCCCC2)[C@@]2(CCc3ccccc3)c3[nH]c4ccccc4c3CCN2C1=O (stereo partly specified)
3	4	-2	-4	2	0	2	4	-0.4	Cc1cccc(NC(=O)CN(CC2CCCO2)C(=O)c2ccc(S(C)(=O)=O)cc2)c1C (stereo unspecified)

Compounds listed so far with a furan ring, fused or not, in the order listed:
M4 antag	M1 PAM	M5 antag	M4 PAM	CRFBP-R2 block	CHRM4 agonist	CHRM5 agonist	CHRM5 PAM	CRFR2-BP ag	smiles
0	15	-8	-3	1	1	0	4	2.2	O=C(CSc1nnc(C2CC2)n1Cc1ccco1)NCC(F)(F)F
-3	2	-4	1	-5	0	-8	8	1.4	CC(OC(=O)c1cccs1)C(=O)NCc1ccco1 (stereo unspecified)

More compounds follow.
M4 antag	M1 PAM	M5 antag	M4 PAM	CRFBP-R2 block	CHRM4 agonist	CHRM5 agonist	CHRM5 PAM	CRFR2-BP ag	smiles
-3	5	1	6	-22	1	1	1	39	O=C(Nc1ccc(N2CCOCC2)cc1)c1cn2ccccc2n1
61*	0	7	-22	1	0	-13	3	-5.4	O=C1CSC(c2ccccn2)N1c1ccc(Br)cc1 (stereo unspecified)
-2	-10	3	-2	4	2	-7	-4	-0.4	CCN1CCN(C(=O)CN(CCc2ccccc2)S(C)(=O)=O)CC1
0	1	-2	0	5	3	-1	8	1.2	Cc1ccccc1OCc1nc(C#N)c(N2CCCC2)o1
-2	17	15	1	16	0	0	2	1.3	CCOc1ccccc1NC(=O)COC(=O)C1CCC(=O)N1 (stereo unspecified)
-6	7	5	-1	-7	1	-1	2	0.5	Cc1ccc(N(O)C(=O)NCCCCNC(=O)N(O)c2ccc(C)cc2)cc1
10	x	-10	-11	x	2	-5	0	x	CCCCCCN1CCN(C2CN(Cc3cn(CCCCCC)nn3)S(=O)(=O)C2)CC1 (stereo unspecified)
3	15	13	2	-34	1	0	-4	2.5	O=C(CSc1ccc(Cl)cc1)Nc1cccc(-c2nnc(-c3ccco3)o2)c1
-6	5	-5	-1	2	0	0	0	0.0	O=C(O)C1CC=CCC1C(=O)NCc1cn2ccccc2n1 (stereo unspecified)
-2	4	5	-2	13	-1	-3	4	-0.4	O=C(O)CN1C(=O)/C(=C\c2cc([N+](=O)[O-])ccc2OCc2ccccc2Cl)SC1=S
4	12	-15	5	25	1	-1	14	-1.0	CCN(CC)CCNC(=O)C(=O)NCC1OCCN1S(=O)(=O)c1cccs1 (stereo unspecified)
26	-25	16	-15	-1	1	-8	-7	-0.5	Cc1ccc(Cc2c(C)nc3nc(SCC(=O)NCCCN4CCCC4)nn3c2C)cc1
-3	7	-4	-3	-2	3	-8	0	0.3	CC1CCCC(NC(=O)Nc2cccs2)C1C (stereo unspecified)
8	x	-9	-2	x	0	3	-5	x	CC(C)[C@@H]1Cc2[nH]n(C)c(=O)c2[C@H](c2ccc(Cl)cc2)O1
10	-1	-2	2	-1	0	1	-4	-1.2	CCCc1c(O)nc(SCCN(CCC)CCC)[nH]c1=O

Among those listed so far, 2 contain a COOH group.
M4 antag	M1 PAM	M5 antag	M4 PAM	CRFBP-R2 block	CHRM4 agonist	CHRM5 agonist	CHRM5 PAM	CRFR2-BP ag	smiles
-6	5	-5	-1	2	0	0	0	0.0	O=C(O)C1CC=CCC1C(=O)NCc1cn2ccccc2n1 (stereo unspecified)
-2	4	5	-2	13	-1	-3	4	-0.4	O=C(O)CN1C(=O)/C(=C\c2cc([N+](=O)[O-])ccc2OCc2ccccc2Cl)SC1=S

Next structures follow.
M4 antag	M1 PAM	M5 antag	M4 PAM	CRFBP-R2 block	CHRM4 agonist	CHRM5 agonist	CHRM5 PAM	CRFR2-BP ag	smiles
6	6	-5	-4	-6	1	1	0	3.0	CCOc1ccccc1N/C=C(\C#N)c1nc2ccccc2n1C
0	-6	0	-7	-17	0	-1	-1	1.3	NS(=O)(=O)c1ccc(NC(=S)NC(=O)c2ccc(-c3ccccc3)cc2)cc1
2	-15	5	-7	-6	17	2	-16	-2.6	COC(=O)C1CSC(C(=O)OC)N1C(=O)CN1CCN(c2ccccc2)CC1 (stereo unspecified)
1	5	6	-1	11	0	-2	-2	-0.3	CCCOc1ccccc1/C=C(\C#N)C(=O)Nc1cccc(C)n1
-11	7	2	5	0	2	2	2	-0.4	O=C(NNC(=O)c1ccc2nc[nH]c2c1)c1ccccc1
-9	-6	1	-5	-22	0	-4	-1	3.8	Cc1ccc(C(=O)N2CCC3(CC2)NCCc2[nH]cnc23)cc1
-2	-2	4	1	3	15	4	-7	-1.1	Cc1ccc(C(C(=O)NCc2ccccc2)N(C(=O)c2ccccn2)c2ccccc2)o1 (stereo unspecified)
-11	0	-2	-3	-5	0	-2	-14	9.7	Cc1ccc(OCc2cc(C(=O)N(C)C3CCCc4ccccc43)no2)cc1C (stereo unspecified)
-6	9	12	-2	8	1	-3	-2	-1.5	Cc1cccc(/C=C2\Sc3ccc(C(=O)N4CCOCC4)cc3N(C)C2=O)c1
0	2	6	7	-33	8	4	2	-1.8	CCCN(CC(=O)Nc1ccccc1C)C(=O)CCCc1c[nH]c2ccccc12
7	-4	4	-2	8	-1	0	-1	0.3	CCOC(=O)CNC(=O)CN1CCC(c2nc3ccccc3[nH]2)CC1
-14	6	1	1	-13	0	0	-2	4.8	Cn1c(=O)n(C)c2cc([N+](=O)[O-])c(N3CCN(C(=O)c4ccc(Cl)cc4)CC3)cc21
2	5	0	0	-8	1	0	2	0.1	COC(=O)CSc1ncnc2c1cnn2Cc1ccccc1
-5	6	-1	0	0	2	-3	6	-1.4	CC(=O)Nc1ccc(-c2csc(NC(=O)CC(NC(C)=O)c3ccccc3)n2)cc1 (stereo unspecified)
4	-1	3	-1	-8	0	1	-1	-1.7	CSc1nc(N)nc(SCC(=O)OC(C)C)c1C#N
0	-9	5	-2	21	1	-7	-6	-0.7	O=[N+]([O-])c1ccc(CSc2nnc3ccccn23)cc1
7	0	-11	-4	-4	2	0	3	-2.0	CCOc1ccccc1NS(=O)(=O)c1ccc2c(c1)n(C)c(=O)c(=O)n2C

Compound activity (PubChem)
